KCNH2 WT inh – qHTS for Inhibitors of KCHN2 3.1: Wildtype qHTS. hit rate 0.37% among 340,000. activity change, % at 1.84 µM. Voltage-gated inwardly rectifying potassium channel KCNH2 (Homo sapiens), Q12809. U2OS, BacMam KCNH2, thallium flux FluxOr; stronger effect = lower value;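 active means maximum activity change below -70%; inconclusive means maximum activity change between -70% and -50%; inactive means maximum activity change above -50%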
Target sequence (Q12809 whole entry, looked up): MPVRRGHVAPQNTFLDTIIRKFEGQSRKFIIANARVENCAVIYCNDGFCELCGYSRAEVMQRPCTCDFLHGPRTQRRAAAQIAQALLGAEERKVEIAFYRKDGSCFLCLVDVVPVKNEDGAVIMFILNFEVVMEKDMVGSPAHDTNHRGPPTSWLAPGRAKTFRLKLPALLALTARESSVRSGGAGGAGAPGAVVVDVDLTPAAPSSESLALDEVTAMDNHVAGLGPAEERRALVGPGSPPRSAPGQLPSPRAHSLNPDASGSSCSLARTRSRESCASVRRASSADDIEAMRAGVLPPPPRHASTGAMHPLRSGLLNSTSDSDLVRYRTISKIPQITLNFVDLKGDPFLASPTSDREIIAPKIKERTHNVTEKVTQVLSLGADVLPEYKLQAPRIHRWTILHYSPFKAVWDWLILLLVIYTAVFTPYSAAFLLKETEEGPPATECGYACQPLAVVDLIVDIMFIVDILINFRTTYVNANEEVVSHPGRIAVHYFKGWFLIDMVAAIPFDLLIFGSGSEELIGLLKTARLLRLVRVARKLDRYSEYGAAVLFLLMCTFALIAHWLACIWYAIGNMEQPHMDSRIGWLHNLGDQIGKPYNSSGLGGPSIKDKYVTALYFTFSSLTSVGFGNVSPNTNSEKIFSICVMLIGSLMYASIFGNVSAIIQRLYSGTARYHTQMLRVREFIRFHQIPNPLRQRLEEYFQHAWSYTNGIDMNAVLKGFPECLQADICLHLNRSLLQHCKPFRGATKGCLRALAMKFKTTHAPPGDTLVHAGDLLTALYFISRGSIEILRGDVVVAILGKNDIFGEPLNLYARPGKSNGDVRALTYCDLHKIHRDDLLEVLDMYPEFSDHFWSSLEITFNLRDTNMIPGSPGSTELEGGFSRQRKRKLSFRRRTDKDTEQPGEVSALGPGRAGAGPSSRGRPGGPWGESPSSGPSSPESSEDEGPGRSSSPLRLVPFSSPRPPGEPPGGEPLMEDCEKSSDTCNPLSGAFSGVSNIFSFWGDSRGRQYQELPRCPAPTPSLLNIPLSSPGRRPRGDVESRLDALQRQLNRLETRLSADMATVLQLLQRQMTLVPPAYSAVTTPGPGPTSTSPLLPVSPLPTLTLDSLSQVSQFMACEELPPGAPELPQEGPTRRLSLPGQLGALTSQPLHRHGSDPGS
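U2OS cells transduced with wild-type KCNH2 virus are loaded with FluxOr dye for 45 min, and thallium flux is measured in kinetic reads before and after stimulation buffer. Rate constants are normalized to DMSO controls.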
Giardia kill – Small Molecules that selectively kill Giardia lamblia: qHTS | activity change, % at 7.66 µM, hits read low | hit rate 0.15% among 340,000 | Giardia lamblia trophozoite viability; in the data active means activity change below about -80%; inconclusive means between about -30% and that limit;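 further: parasites exposed to compound for two days anaerobically before the ATP read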
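Anaerobic 48 hrs incubation at 37 deg C of 100 trophozoites/well with test compounds; ATPLite 1-Step luminescence, 15-30 min RT, reports cellular ATP as viability.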
uPA generation – qHTS for Inhibitors of Cell Surface uPA Generation. hit rate 0.31% among 330,000. Potency, µM (top dose mostly 38.3 µM), for inactives: top-dose activity change, negative = inhibition, most hits filed as inhibitors. AID 540303, 2011. cell surface uPA generation assay, qHTS; active means well fitted inhibition curve with a large enough effect; inconclusive means small, poorly fitted or top-dose-only effect; inactive means no such curve, though single readings can be large or run the other way; tested in mouse RAW 264.7 cells; further: potency means the concentration at half of the fitted maximal effect; nearly all actives have a fitted effect of over 55% in size
KCNH2 3.1 inh – qHTS for Inhibitors of KCHN2 3.1: Mutant qHTS; Potassium voltage-gated channel subfamily H member 2, brain isoform KCNH2 3.1 (human); U2OS KCNH2 3.1, thallium flux FluxOr; stronger effect = lower value; activity change, % (tested at about 1.8 µM); hit rate 0.95% among 340,000;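 active means maximum activity change below -70%; inconclusive means maximum activity change from -70% to -50%; inactive means maximum activity change above -50%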;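 further: thallium influx rate constant from kinetic fluorescence after stimulation buffer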
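Virally transduced U2OS (3.1 isoform, 4 h infection in dark at RT) → overnight 37 C → FluxOr + Red40 in HBSS/HEPES, 45 min → stimulation buffer, 2 min kinetic read → rate constant vs DMSO controls.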
Numbers without * were called inactive; ? = inconclusive. On the % scale 0 is the no-effect control and ±100 the full control effect.

Short forms – A = KCNH2 WT inh; B = Giardia kill; C = uPA generation; D = KCNH2 3.1 inh
Nc1ccc(CC2=NCCN2)cc1
  A = -9 | B = -6 | C = 2% | D = -1
CC12CCC3C(CCCC4CC(=O)CCC43C)C1CCC2O (stereo not drawn)
  A = -5 | B = -11 | C = -1% | D = -8
CCOC(=O)c1cc2c(cn1)[C@H](CCO)NC2
  A = 18 | B = -5 | C = 6% | D = -3
Cc1ccccc1-n1c(CNc2ccccc2)nc2ccccc2c1=O
  A = 3 | B = -18 | C = ? | D = -12
C[C@H](CCC(=O)OCc1cn(CC(=O)c2ccc(O)cc2)nn1)C1CC[C@H]2[C@@H]3CC[C@@H]4C[C@H](O)CC[C@]4(C)[C@H]3C[C@H](O)[C@]12C (stereo partly drawn)
  A = 30 | B = 6 | C = ? | D = -5
CCOC(=O)[C@]12Cc3cc(Cl)ccc3[C@H]1N(Cc1ccccc1)C(=O)c1ccccc12
  A = -5 | B = ? | C = ? | D = -48
O=C(Nc1ccc(Cl)cc1)N1CC1
  A = -3 | B = -20 | C = -2% | D = 5
CC(=O)NC1=C(N2CC2C)C(=O)C(NC(C)=O)=C(N2CC2C)C1=O (stereo not drawn)
  A = 24 | B = 11 | C = -7% | D = -2
O=C1NC(=S)NC(=O)C1=Cc1ccc(OCc2ccccc2)cc1
  A = 9 | B = -18 | C = -3% | D = 4
ClCCN(CCCl)c1ccc(C=NNc2ncccn2)cc1
  A = 9 | B = 23 | C = -12% | D = 13
CC[C@@H](O)C[C@H]1CCC[C@@]2(C[C@@H]3OC(=O)/C=C/[C@@](C)(O)[C@@H](O)[C@H](C)[C@@H](O)[C@H](OC4CCC(N(C)C)C(C)O4)[C@@H](O)[C@](C)(O)CCCCC/C=C/[C@@H]4CC(C)(C)O[C@@]4(O)C[C@H](O2)[C@H]3C)O1 (stereo partly drawn)
  A = 1 | B = -10 | C = -12% | D = 10
CC1C=CCCC12C(=O)NC(=O)NC2=O (stereo not drawn)
  A = -8 | B = 4 | C = 5% | D = 44
CC(C)(C)N1CC(C(=O)c2ccccc2)C1c1ccccc1 (stereo not drawn)
  A = 23 | B = 5 | C = -8% | D = 2
CSc1nc(Cl)c(Br)c(N2CC2)n1
  A = -4 | B = 7 | C = 7% | D = 14
CC1([N+](=O)[O-])COP(=O)(Nc2ccccc2F)OC1 (stereo not drawn)
  A = -19 | B = -6 | C = -5% | D = 1

Complete entries, looked up by structure:
`O=C1NC(=S)NC(=O)C1=Cc1ccc(OCc2ccccc2)cc1` is entered as KCNH2 WT inh = 9; Giardia kill = -18; uPA generation = -3%; KCNH2 3.1 inh = 4
`O=C(Nc1ccc(Cl)cc1)N1CC1` is entered as KCNH2 WT inh = -3; Giardia kill = -20; uPA generation = -2%; KCNH2 3.1 inh = 5
`Cc1ccccc1-n1c(CNc2ccccc2)nc2ccccc2c1=O` is entered as KCNH2 WT inh = 3; Giardia kill = -18; uPA generation = ?; KCNH2 3.1 inh = -12

The listing continues:
Short forms – A = KCNH2 WT inh; B = Giardia kill; C = uPA generation; D = KCNH2 3.1 inh
Nc1c(Br)cc2c3c(cccc13)-c1ccccc1-2
  A = -5 | B = 6 | C = -1% | D = -19
COC(=O)C1=C(c2ccc(S(C)(=O)=O)cc2)C[C@@H]2CC[C@H]1N2C(=O)NCc1ccccc1
  A = -6 | B = 5 | C = -1% | D = 4
COc1ccc(NP2(=O)OCC(C)(N)CO2)cc1 (stereo not drawn)
  A = 7 | B = 9 | C = 3% | D = 5
CCCOC(=O)C1C2CCC(O2)C1C(=O)O (stereo not drawn)
  A = -4 | B = -18 | C = -11% | D = 4
CC1([N+](=O)[O-])COP(=O)(Nc2cccc(Cl)c2)OC1 (stereo not drawn)
  A = -8 | B = -8 | C = 6% | D = -15
N#Cc1ncc(N=Cc2ccc(N(CCCl)CCCl)cc2)s1
  A = 4 | B = -25 | C = -11% | D = -16
CN1C(=O)C(Cc2ccccc2)C(=O)N(C)C1=O
  A = -8 | B = 7 | C = 9% | D = -21
Cc1ccc(C(=O)N2CC2C)cc1 (stereo not drawn)
  A = -2 | B = 13 | C = 2% | D = 0
CC(O)C1C=CC=CC(=O)OC2CC3OC4C5OC5(C)C(O)CC4(COC(=O)C(O)C(C)CCO1)C2(C)C31CO1 (stereo not drawn)
  A = -9 | B = 12 | C = -12% | D = 13
CC(=O)OC1CC(OC2C(O)CC(OC3C(O)CC(OC4CCC5(C)C(CCC6C5CCC5(C)C(C7=CC(=O)OC7)C(O)CC65O)C4)OC3C)OC2C)OC(C)C1OC1OC(CO)C(O)C(O)C1O (stereo not drawn)
  A = 3 | B = -13 | C = 4% | D = -19
CC(=O)N1Cc2cnnn2-c2ccccc2C1(C#N)Cc1ccccc1 (stereo not drawn)
  A = 3 | B = 2 | C = 17% | D = -8
CCC1(CC(C)C)C(=O)NC(=S)NC1=O
  A = 5 | B = 17 | C = 4% | D = 11
NC(=O)c1c(Br)n(C2OC(CO)C(O)C2O)c2ncnc(N)c12 (stereo not drawn)
  A = -14 | B = -16 | C = -16% | D = 16
Cc1ccc2c(c1)NP(=S)(Oc1ccccc1)N2 (stereo not drawn)
  A = 0 | B = 14 | C = -2% | D = -16
C/C=C1\CN2[C@H]3C[C@@]45c6ccccc6N(C)[C@H]4[C@@H]2CC1C3[C@H]5O (stereo partly drawn)
  A = 14 | B = 7 | C = 7% | D = -11

The results go on:
Short forms – A = KCNH2 WT inh; B = Giardia kill; C = uPA generation; D = KCNH2 3.1 inh
CN1CN(c2ccccc2)C2(CCN(CCCSc3ccccc3NC(=O)/C=C/c3ccccc3)CC2)C1=O
  A = 2 | B = ? | C = -9% | D = -40
CCC1(Oc2ccccc2)C(=O)NC(=O)NC1=O
  A = -4 | B = 9 | C = 3% | D = -3
CCOC(=O)[C@]12Cc3cc(OC)ccc3[C@H]1N(Cc1ccccc1)C(=O)c1ccccc12
  A = -4 | B = 24 | C = -17% | D = 8
CCOc1cc(C=C2C(=O)NC(=S)NC2=O)ccc1O
  A = -2 | B = 10 | C = 5% | D = 15
C[C@]12CCC3C(CC[C@H]4C[C@H](O)CC[C@]34C)C1C[C@H](O)[C@H]2O (stereo partly drawn)
  A = -1 | B = ? | C = 5% | D = 4
CC1=CC(C)CC(C)OC(=O)CC(c2ccc(O)cc2)NC(=O)C(Cc2c(Br)[nH]c3ccccc23)N(C)C(=O)C(C)NC(=O)C(C)C1 (stereo not drawn)
  A = -4 | B = -1 | C = -11% | D = 6
CC12CCC(O)CC1CCC1C2CCC2(C)C(C(=O)CC(O)C(F)(F)F)CCC12 (stereo not drawn)
  A = 20 | B = 2 | C = -6% | D = -21
CC[C@H]1CN2CCC1C[C@@H]2[C@H](O)c1ccnc2ccc(OC)cc12 (stereo partly drawn)
  A = 3 | B = 5 | C = -4% | D = 2
O=C1C2C3CCC(O3)C2C(=O)N1c1cccc(F)c1 (stereo not drawn)
  A = -5 | B = 4 | C = -12% | D = 5
COC(=O)C1=C(c2ccc(S(C)(=O)=O)cc2)C[C@@H]2CC[C@H]1N2C(=O)NCCCOC(C)C
  A = 0 | B = 11 | C = -2% | D = -1
CCC[C@H](N[C@@H](CCC)[C@H](O)c1ccccc1)[C@H](O)c1ccccc1
  A = 21 | B = 10 | C = -4% | D = -2
Oc1ccc(O)c2c1C1(Cl)C(Cl)=C(Cl)C2(Cl)C1(Cl)Cl
  A = -9 | B = -7 | C = 3% | D = -26
CC12CC(=O)C3C(CCC4CC=CCC43C)C1CCC2=O (stereo not drawn)
  A = 3 | B = 3 | C = 7% | D = -6
CCN1CCC(O)(c2ccccc2)C(C(=O)c2ccccc2)C1 (stereo not drawn)
  A = -7 | B = 1 | C = 1% | D = 14
C=CCC1(Cc2ccsc2)C(=O)NC(=O)NC1=O
  A = -14 | B = 12 | C = 2% | D = -9

More results follow:
Short forms – A = KCNH2 WT inh; B = Giardia kill; C = uPA generation; D = KCNH2 3.1 inh
COC(=O)C1=C(c2ccccc2)C[C@@H]2CC[C@H]1N2C(=O)N1CCC(O)CC1
  A = -3 | B = 8 | C = -9% | D = 17
COc1ccc2c(c1)OC[C@H]1[C@H]2N2C(=O)c3ccc(F)cc3NC(=O)[C@@]2(C)[C@H]1c1ccccc1
  A = -4 | B = -22 | C = ? | D = -2
CC1([N+](=O)[O-])COP(=O)(Nc2ccc(Cl)cc2)OC1 (stereo not drawn)
  A = -11 | B = -5 | C = 1% | D = 1
CN1CCc2cc3c(cc2C1)OCO3
  A = 3 | B = 8 | C = 2% | D = 7
COC(=O)C1=C(c2cccc(OC)c2OC)C[C@@H]2CC[C@H]1N2C(=O)NC1CC1
  A = 4 | B = 2 | C = 1% | D = -6
COC(=O)C1=C(C(=O)OC)C2c3ccccc3C1c1ccccc12
  A = 7 | B = -2 | C = 2% | D = -2
CN1OC[C@@H]2CN[C@H](c3ccccc3Br)C[C@@H]21
  A = -1 | B = 1 | C = 4% | D = 1
COc1ccc2c(c1)C13CCN(C)C(C2)C1CCC1(C3)OCCO1 (stereo not drawn)
  A = -8 | B = -7 | C = 1% | D = 11
N#CC1c2ccccc2-n2nncc2CN1S(=O)(=O)c1cc(Cl)cc(Cl)c1 (stereo not drawn)
  A = 4 | B = -2 | C = 10% | D = 26
CCCCC1(CCO)C(=O)NC(=S)NC1=O
  A = -4 | B = -8 | C = -3% | D = 19
O=C1NC(=O)C(=Cc2ccco2)C(=O)N1
  A = 1 | B = -19 | C = 1% | D = -12
CC(=O)OCC12CC(OC(=O)CC(C)C)C(C)=CC1OC1C(O)C(OC(C)=O)C2(C)C12CO2 (stereo not drawn)
  A = 3 | B = ? | C = -13% | D = -13
C[C@]12CCC3C(CC[C@H]4[C@@H](O)[C@H](O)CC[C@]34C)C1CCC2=O (stereo partly drawn)
  A = -2 | B = -20 | C = -3% | D = 2
O=P(Oc1ccccc1)(N1CCOCC1)N1CCOCC1
  A = 2 | B = 6 | C = 1% | D = -1
CC1(CCO)C(=O)NC(=S)NC1=O
  A = -12 | B = 3 | C = 0% | D = -6

Quoted at random: 6 compounds from above.
Short forms – A = KCNH2 WT inh; B = Giardia kill; C = uPA generation; D = KCNH2 3.1 inh
CC12CCC3C(CCCC4CC(=O)CCC43C)C1CCC2O (stereo not drawn)
  A = -5 | B = -11 | C = -1% | D = -8
N#CC1c2ccccc2-n2nncc2CN1S(=O)(=O)c1cc(Cl)cc(Cl)c1 (stereo not drawn)
  A = 4 | B = -2 | C = 10% | D = 26
CN1CN(c2ccccc2)C2(CCN(CCCSc3ccccc3NC(=O)/C=C/c3ccccc3)CC2)C1=O
  A = 2 | B = ? | C = -9% | D = -40
CC12CC(=O)C3C(CCC4CC=CCC43C)C1CCC2=O (stereo not drawn)
  A = 3 | B = 3 | C = 7% | D = -6
CC[C@@H](O)C[C@H]1CCC[C@@]2(C[C@@H]3OC(=O)/C=C/[C@@](C)(O)[C@@H](O)[C@H](C)[C@@H](O)[C@H](OC4CCC(N(C)C)C(C)O4)[C@@H](O)[C@](C)(O)CCCCC/C=C/[C@@H]4CC(C)(C)O[C@@]4(O)C[C@H](O2)[C@H]3C)O1 (stereo partly drawn)
  A = 1 | B = -10 | C = -12% | D = 10
COC(=O)C1=C(c2ccc(S(C)(=O)=O)cc2)C[C@@H]2CC[C@H]1N2C(=O)NCc1ccccc1
  A = -6 | B = 5 | C = -1% | D = 4

Next records follow.
Short forms – A = KCNH2 WT inh; B = Giardia kill; C = uPA generation; D = KCNH2 3.1 inh
CN(C)CCSC1c2ccccc2CSc2ccccc21 (stereo not drawn)
  A = 0 | B = 9 | C = -19% | D = -10
COC(=O)C1=C(c2ccccc2)C[C@@H]2CC[C@H]1N2C(=O)N1CCC(C)CC1
  A = 3 | B = 11 | C = 4% | D = 15
c1ccc(CNC2CN3CCC2CC3)cc1 (stereo not drawn)
  A = -1 | B = 24 | C = 7% | D = 6
O=C(CCN1CC2CCC(CC2)C1)c1cccs1
  A = -3 | B = -15 | C = -4% | D = -9
COc1ccc(/C=C/C=C2C(=O)NC(=S)NC2=O)cc1
  A = -3 | B = 18 | C = -1% | D = 0
CC(C)NS(=O)(=O)c1ccc(OCC(=O)N2CCN(Cc3ccccc3)CC2)cc1
  A = 3 | B = 2 | C = 3% | D = 16
Cc1cccc(NP2(=O)NCCCN2)c1
  A = 1 | B = 25 | C = 3% | D = -22

Screens (PubChem BioAssay)

Some of the compounds tested; the hit share may differ from the screen's.
